# Arr AP2 block – inhibitors of beta-arrestin/AP2 binding, primary screen, biochemical, GPCR trafficking, flow cytometry; beta-arrestin 1 C-terminal peptide binding to AP2 beta2-adaptin appendage (human); FITC-arrestin peptide / GST-AP2 beads; AP2 beta2 appendage carries R879A mutation; inhibition, % at 10 µM; 0.31% of 340,000 active; AID 504490, 2011;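 active means inhibition above a set limit, near 3 SD of compounds lacking own fluorescence, cut at about 54% in these data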;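 further: plate controls were DMSO wells for no effect and 5 µM unlabelled arrestin peptide for full effect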
#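 System: GST-AP2 R879A glutathione beads; medium: PBS, Tween 20 0.05%, BSA 0.1%; reagent: fluorescein-tagged arrestin peptide at 50 nM final; schedule: pre-incubation 12 min, peptide binding 1 h, room temperature; detection: flow cytometry, FL1 (488/535 nm); read-out: inhibition as reduced fluorescein signal on beads, percent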
# MOR-DOR ag – agonists of OPRM1-OPRD1 heterodimerization, primary screen, cell-based, luminescence | activation, % at 9.3 µM | cells | 0.3% of 340,000 active | Mu-type opioid receptor (Homo sapiens) + Delta-type opioid receptor (Homo sapiens), …; in the data active means activation above about 18%;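 further: 0% = vehicle-treated cells and 100% = reference agonist; values of inactives mirror those of a sister screen read the other way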
# Tat transport – E. coli Tat export inhibitors, primary screen, MC4100, TorA-mCherry reporter, fluorescence, single point; inhibition, % at 10 µM; 0.036% of 340,000 active; AID 488895, 2010;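 active means mean replicate inhibition at least 50% and at least half of replicates individually reaching 50%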;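 further: exported cargo escapes ClpAP degradation while cytoplasmic cargo is degraded and loses fluorescence; 0% = median of neutral control wells and 100% = median of NaSCN control wells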
# phage Ecoli inh – growth loss of phage-infected E. coli, primary screen, RecBCD inhibitor project, absorbance, with phage, HTS | inhibition, % at 11.9 µM | 0.26% of 360,000 active | AID 651602, 2012; in the data active means inhibition above about 11%
# OPRM1-OPRD1 inv – inverse agonists of MOR-DOR heterodimerization, primary screen, cell-based, luminescence. cell-based MOR-DOR heterodimer luminescence, inverse agonism. 0.21% of 340,000 active. inhibition, % at 9.3 µM; in the data active means inhibition above about 22%, passing the limit was not always enough;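 further: 0% = cells with DMSO and 100% = wells without cells with DMSO; values of inactives mirror those of a sister screen read the other way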
# PKA-R1A act – activators of PKA-R1A holoenzyme, primary screen, biochemical, fluorescence polarization, Cy5-IP20, bovine R1A, mouse PKAc; AID 504707, 2011; PKA-R1A dissociation; scaled: DMSO 0%, 113 µM cGMP 100%; 0.083% of 340,000 active; activation, % at 11.4 µM; cAMP-dependent protein kinase type I-alpha regulatory subunit (Bos taurus) + …;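 active means percent activation above the mean of all tested compounds plus 3 SD, cut at about 19% in these data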;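 further: higher means more PKAc released from R1A so a rise in polarization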
# PfHsp90 set2 – growth inhibition of PfHsp90-expressing yeast, primary screen, antimalarial PfHsp90 inhibitor project, S. cerevisiae, BacTiter-Glo luminescence, single point, set 2; BacTiter-Glo ATP, 48 h; yeast lacking PDR1 and PDR3 efflux regulators; inhibition, % at 9.4 µM; 0.32% of 310,000 active; AID 504621, 2011;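 active means every replicate shows inhibition above about 80%, whatever the replicate mean, limit read from the data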;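 further: 0% = DMSO neutral controls and 100% = 20 µM radicicol positive controls; yeast relying on Plasmodium falciparum Hsp90 in place of its own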
# AddAB inh – growth inhibition of E. coli expressing H. pylori AddAB, primary screen, AddAB inhibitor project, absorbance. inhibition, % at 11.9 µM. AID 435030, 2010. 0.29% of 330,000 active; in the data active means inhibition above about 12%;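 further: 0% = vehicle wells of infected cells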
# Ecoli viability – E. coli V3065 growth inhibition, primary screen, counter-screen for AddAB inhibitor project, absorbance, OD600 | 18 h | 0.27% of 330,000 active | AID 449728, 2010 | inhibition, % at 11.9 µM;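 active means inhibition above the campaign's mean inhibition across all tested compounds plus 3 SD, cut at about 9.9% in these data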;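 further: uninfected addAB+ strain grown without phage in ampicillin broth; 0% = DMSO wells and 100% = ciprofloxacin 0.95 µg/ml wells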
# Mot1-301 SUMO – yeast Mot1-301 growth rescue at high temperature, primary screen, SUMOylation pathway inhibitor project, S. cerevisiae, ATP luminescence, 38.5C | S. cerevisiae Mot1-301 growth rescue; percent above DMSO median, 100 means doubled | growth rescue, % at 18.8 µM | 1% of 320,000 active;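 active means every valid replicate shows activation above 250% relative to neutral control wells; inactive means the rest, any valid replicate at or below 250%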;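 further: OY570 slx delta 5 strain wells were the positive control but not used for scaling; some compounds called inactive have numbers as strong as hits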
# Pemphigus Ab inh – inhibitors of pemphigus antibody binding to DSG3, primary screen, biochemical, bead-based, flow cytometry, scFv-GFP; Desmoglein-3 (Homo sapiens), P32926; binding (percent of control), % at 10 µM; 0.48% of 310,000 active; DSG3-coupled beads, scFv-anti-DSG3-GFP binding; hits give low values;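 active means binding more than 3 SD below its plate's average and above zero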;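 further: hits lower antibody fragment binding to DSG3; some compounds called inactive have numbers as strong as hits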
# Target sequence (P32926 whole entry, looked up, the tested form may be a part): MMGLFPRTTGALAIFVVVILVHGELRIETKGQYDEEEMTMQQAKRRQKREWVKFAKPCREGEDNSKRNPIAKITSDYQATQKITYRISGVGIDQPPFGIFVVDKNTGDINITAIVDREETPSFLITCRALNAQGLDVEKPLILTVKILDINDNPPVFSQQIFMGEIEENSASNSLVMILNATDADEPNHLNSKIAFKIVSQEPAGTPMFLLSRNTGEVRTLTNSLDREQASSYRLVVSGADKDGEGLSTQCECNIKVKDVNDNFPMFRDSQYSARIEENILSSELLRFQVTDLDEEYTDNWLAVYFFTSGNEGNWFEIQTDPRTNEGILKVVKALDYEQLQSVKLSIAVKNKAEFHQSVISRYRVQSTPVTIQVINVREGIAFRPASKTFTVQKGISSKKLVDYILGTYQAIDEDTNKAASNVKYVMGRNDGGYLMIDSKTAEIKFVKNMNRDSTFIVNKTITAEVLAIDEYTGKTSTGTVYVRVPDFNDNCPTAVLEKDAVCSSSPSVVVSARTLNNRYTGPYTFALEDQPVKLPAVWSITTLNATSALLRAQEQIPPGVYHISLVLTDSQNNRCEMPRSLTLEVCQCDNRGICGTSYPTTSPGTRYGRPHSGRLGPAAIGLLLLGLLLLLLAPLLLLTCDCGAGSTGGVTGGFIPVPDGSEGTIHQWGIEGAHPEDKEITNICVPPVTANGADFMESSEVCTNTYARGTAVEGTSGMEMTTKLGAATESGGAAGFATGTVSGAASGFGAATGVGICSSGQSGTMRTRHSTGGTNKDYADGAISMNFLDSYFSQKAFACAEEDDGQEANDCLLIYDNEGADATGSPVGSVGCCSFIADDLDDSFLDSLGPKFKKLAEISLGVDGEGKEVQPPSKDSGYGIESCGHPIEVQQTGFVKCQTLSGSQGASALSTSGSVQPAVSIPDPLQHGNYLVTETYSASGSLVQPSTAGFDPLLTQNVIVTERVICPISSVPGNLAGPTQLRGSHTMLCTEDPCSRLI
# Starred values were filed as active, the others as inactive; x = not tested or not shown. This is a random part of the collection (roughly 2.8% active in at least one column).
SMILES,Arr AP2 block,MOR-DOR ag,Tat transport,phage Ecoli inh,OPRM1-OPRD1 inv,PKA-R1A act,PfHsp90 set2,AddAB inh,Ecoli viability,Mot1-301 SUMO,Pemphigus Ab inh
Cc1cccnc1NC(=S)NC(=O)c1oc2ccccc2c1C,-1,-0.4,-9,3.3,2,4,7,3.6,1.3,240,99
Cc1[nH]c2ccccc2c1/C=N/Nc1nc2ccccc2[nH]1,15,x,0,-1.5,x,x,1,2.7,5.6,-1,102
COc1ccc(CN2CCNC(=O)C2CC(=O)NCC2CCOCC2)cc1C (stereo not drawn),1,-2.8,0,0.6,14,-6,6,x,x,x,102
O=S(=O)(Cc1ccccc1)N1CCN(C2Cc3ccccc3C2)CC1,30,-2.3,-8,1.5,15,4,-26,-0.8,0.1,318,96
O=C(O)CSCC(=O)Nc1ccc(-c2nc3ccccc3s2)cc1,14,x,2,1.1,x,x,-4,0.3,-0.3,-22,98
COc1cc([N+](=O)[O-])cc(/C=N/NC(=O)c2ccc(NC(=O)c3ccc(C)cc3)cc2)c1O,9,0.3,0,6.7,-2,0,9,x,x,x,123
N#CC(NC(=O)OCc1ccccc1)c1ccccc1 (stereo not drawn),-3,-1.6,-1,4.2,9,1,4,3.3,0.5,7,93
O=C(N/N=C/c1cccnc1)c1ccc(F)cc1,7,-3.8,0,1.7,17,-7,11,1.0,-1.0,1,118
CCC(C)N(C(=O)CN1C(=O)NC2(CCc3ccccc32)C1=O)C1CCS(=O)(=O)C1 (stereo not drawn),18,-3.7,-1,3.4,15,-14,14,-3.0,-0.9,-12,106
COC(=O)C1=CN(C2CC2)C=C(C(=O)OC)C1c1ccc(C(F)(F)F)cc1,-10,-0.6,-6,4.7,3,2,-15,-0.3,-1.1,98,103
O=C(O)C1CCC(c2ccc(-c3ccccc3)cc2)CC1 (stereo not drawn),19,-1.2,1,0.6,6,-2,-21,0.5,0.3,-7,107
Cc1cc(C)c(C)c(S(=O)(=O)N2CCN(C(=O)c3ccco3)CC2)c1C,5,x,x,1.5,x,x,x,-0.2,0.2,-5,115
CCCC/C=C/C(NC(=O)c1ccc(C(=O)OC)cc1)c1ccccc1 (stereo not drawn),6,-0.2,0,2.5,1,-3,-7,-1.8,-2.2,-28,106
COc1ccccc1CCC(=O)OCc1csc(CC(=O)Nc2ccccc2C)n1,-10,-2.7,7,2.4,9,2,-9,1.5,0.8,6,110
CCN(CC)S(=O)(=O)c1ccc(NC(=O)C2CCCO2)cc1 (stereo not drawn),6,-1.3,4,1.6,8,-2,14,3.1,-1.6,136,110
CC(=O)Nc1cccc(C(=O)/C=C/c2ccc(C)cc2)c1,-2,-2.5,-14,3.4,12,-10,-3,0.7,-0.6,60,106
CC1CN(C(=O)c2cc3c(s2)CCC3)CC(C)O1 (stereo not drawn),20,-1.8,-5,2.9,10,-3,-4,3.7,2.2,-16,97
Cc1ccc(NC(=O)CSc2nc(N)cc(N)n2)cc1S(=O)(=O)N1CCOCC1,-4,-2.9,-9,1.5,15,3,8,-0.3,-0.1,-20,100
CSCCC(NC(=O)c1ccccc1)C(=O)NNC(=O)c1ccccc1 (stereo not drawn),27,-3.8,1,3.5,15,-5,8,1.5,0.8,-5,101
CC12CCC(=O)N1C(C(=O)Nc1nc3ccc(Cl)cc3s1)CS2 (stereo not drawn),5,2.9,6,0.5,-19,-10,-5,-0.7,0.8,-6,105
CCCCn1c(N)c(N(CCC(C)C)C(=O)c2ccc(-c3ccc([N+](=O)[O-])cc3)o2)c(=O)[nH]c1=O,16,-2.7,-4,-3.2,10,2,-6,-1.7,-1.6,3,x
Cc1ccc(C(=O)c2cc([N+](=O)[O-])ccc2N2CCOCC2)cc1,10,-0.6,5,-0.7,3,-11,-8,x,x,x,x
COC(=O)c1ccc(NC(=O)CCN2CCN(CCC(=O)Nc3ccc(C(=O)OC)cc3)CC2)cc1,2,-0.9,-6,0.6,4,-5,-6,-0.6,-0.4,-5,107
CN(C)S(=O)(=O)c1ccc(NC(=O)c2ccc(Br)o2)cc1,-7,1.4,-1,x,-7,14,21,6.7,9.8*,3,109
CC(C)Cc1cc(C(=O)NCCc2ccccc2)no1,5,-3.0,7,3.1,16,4,11,0.0,-0.3,-5,85
COC(=O)C1=C(C)NC(=O)NC1c1ccc(OCC(=O)N2CCCCC2)cc1 (stereo not drawn),2,-3.4,-4,1.7,14,-18,-8,3.1,1.1,329,x
N#CC1=C(N)n2c(s/c(=C\c3ccco3)c2=O)=C(C#N)C1c1ccco1 (stereo not drawn),11,-0.8,-6,1.6,4,4,-35,1.8,-1.1,-4,91
Nc1[nH]c(=O)[nH]c(=O)c1N=Nc1ccccc1Cl,4,-3.9,-1,-1.1,20,-10,7,3.4,3.7,7,105
Cc1cc(C)nc(NC(=O)c2cccc(Br)c2)n1,16,-2.2,-3,-0.6,11,-7,-4,4.7,-0.2,6,122
CCOC(=O)Cc1csc(SCC(=O)NC(C)C23CC4CC(CC(C4)C2)C3)n1 (stereo not drawn),-9,0.4,9,-0.4,-2,-7,-23,-2.6,-1.4,x,98
CC(C)N(Cc1nccn1C)C(=O)c1ccc2oc(Cc3ccccc3)nc2c1,-3,-1.8,-5,-0.1,9,-5,32,x,x,x,x
Cc1nc(C(=O)N(C)C)nn1-c1cc(Cl)cc(Cl)c1,29,-2.0,-4,0.9,10,-2,5,1.7,-1.5,-6,x
CCOC(=O)c1cc2n(c1/N=C/N(C)C)-c1ccccc1C2=O,9,-3.0,16,-0.1,17,-16,-12,0.1,-0.2,11,108
Cc1ccccc1N1CCN(CCCN2C(=O)C3CCCCN3C2=O)CC1 (stereo not drawn),-1,-0.9,26,1.6,4,-12,9,3.2,-4.0,2,100
O=C(c1ccco1)N1CCN(Cc2nnnn2CCc2ccccc2)CC1,11,-0.3,-5,0.3,2,-9,-13,-0.2,-1.0,6,81
O=[N+]([O-])c1ccc(S(=O)(=O)N(CCCN2CCOCC2)Cc2cccs2)cc1,-10,2.1,1,4.2,-11,-3,7,0.8,-0.7,5,99
S=C(NCc1ccccc1)N/N=C/c1cccs1,28,2.2,-3,-0.8,-11,-4,1,-3.1,2.8,101,94
CCCCn1c(N)c(N(CC(C)C)C(=O)Cc2ccc3c(c2)OCCO3)c(=O)[nH]c1=O,-4,0.1,-8,1.6,-1,4,-23,4.5,2.2,-5,106
COc1ccc(-c2nnn(CC(=O)N(CCN3CCOCC3)C(C(=O)NC3CCCCC3)c3ccco3)n2)cc1 (stereo not drawn),6,-1.4,15,2.1,7,-7,-7,0.4,-1.2,6,101
CS(=O)(=O)c1ccccc1C(=O)Nc1ccccc1Cc1ccccc1,-2,1.0,2,-3.7,-7,-8,6,2.4,-0.8,-11,x
COC(=O)c1c(C)[nH]c(C(=O)COC(=O)Cn2cc(C(F)(F)F)ccc2=O)c1C,-1,-1.2,-4,2.4,8,-1,1,x,x,x,94
COc1cccc(OC)c1C(=O)Nc1nc(COc2ccccc2)cs1,13,-0.3,0,1.4,2,4,-6,-0.8,-1.6,-8,86
CN1OC[C@@H]2CN[C@H](c3cccc(-c4ccccc4)c3)C[C@@H]21,-11,-1.4,11,2.5,7,-15,3,x,x,x,154
CCCCN(c1ccc(C(=O)OC)cc1)S(=O)(=O)c1ccccc1,3,2.4,5,1.5,-14,2,-51,3.9,-0.8,-26,96
CC(C)(C)OC(=O)NCCCC(CCCNC(=O)OC(C)(C)C)C(=O)O,0,1.1,3,1.8,-6,1,1,0.7,-0.1,9,x
Nc1nonc1N/N=C\c1ccccc1,4,0.1,-4,-2.7,0,-1,2,-0.6,-4.6,17,100
COc1ccc(C(=O)NNC(=O)CSc2nnc3ccccn23)cc1OC,-8,-3.9,-1,1.0,20,-21,4,-3.1,-3.0,4,126
O=C(CSc1nc(Cc2ccccc2)nc2ccccc12)Nc1nc2c(s1)CCCC2,4,-1.0,7,2.2,6,-4,-62,-0.4,2.7,-8,103
N#Cc1c(NC(=O)C2CC=CCC2C(=O)O)sc2c1CCCCCC2 (stereo not drawn),13,-0.7,-4,3.0,4,-2,11,4.6,1.6,-16,104
COc1ccc(C(=O)Nc2cccc(/C(C)=N/NC(=O)c3ccc([N+](=O)[O-])cc3)c2)cc1OC,8,1.5,-2,0.9,-8,0,-24,-0.8,-0.2,14,103
CC(C)CC(NC(=O)C1CCCCC1)C(=O)NCc1ccccn1 (stereo not drawn),-3,-1.8,-7,3.8,11,-2,-25,-0.8,-3.1,-12,x
Cn1nc(C(=O)NCc2ccc(F)cc2)c2ccccc2c1=O,-4,-3.5,-2,3.0,16,-14,x,-0.2,1.4,118,103
Cn1cc(/C=C(\NC(=O)c2ccccc2Cl)C(=O)NCCN2CCOCC2)c2ccccc21,1,-0.9,17,2.5,5,11,-5,1.0,0.1,-3,x
O=C(C[C@@H]1C/C=C\C[C@H](Cc2ccc(F)cc2)C(=O)OC[C@@H](Cc2c[nH]c3ccccc23)NC1=O)NCCO,4,-1.8,15,1.8,10,-13,-19,-0.2,-1.8,4,103
CCc1nc2ccccc2nc1N1CCN(S(=O)(=O)c2c(C)cc(Cl)cc2C)CC1,-9,x,x,0.5,x,x,x,0.9,2.5,5,107
CC(=O)N1C(C)(C)CC(=NOS(=O)(=O)c2ccccc2)CC1(C)C,-10,3.6,2,2.3,-19,-6,12,x,x,x,106
Cc1cc(C)nc(N2CCCC(C(=O)NC3CC3)C2)n1 (stereo not drawn),13,-1.8,8,0.8,10,-3,-11,2.2,-0.8,-9,109
COc1nnc(-c2ccc(C)c(S(=O)(=O)NC(C)(C)CO)c2)c2ccccc12,-1,-0.8,-6,1.5,4,1,-12,-2.1,-0.8,-8,98

# High-throughput results (PubChem)
